CHRM5 antagonist: human M5 muscarinic receptor antagonists, primary screen, CHO cells, Fluo-8 calcium fluorescence; Muscarinic acetylcholine receptor M5 (Homo sapiens), P08912; CHO-hM5 cells, ACh EC80; inhibition, % at 3 µM; 360,000 tested, 0.59% active;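 active = inhibition above a per-plate cutoff, the mean of that plate's test compounds plus 3 SD, cut at about 27% in these data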;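 note: 0% = acetylcholine EC80 with DMSO and 100% = DMSO without agonist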
CHRM4 agonist: human M4 muscarinic receptor agonists, primary screen, CHO-K1 cells, Fluo-8 calcium fluorescence. CHO-K1 hM4/Gqi5; vehicle 0%, full acetylcholine response 100%. activation, % at 3 µM. Muscarinic acetylcholine receptor M4 (Homo sapiens), P08173. 360,000 tested, 0.14% active;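 active = activation above the run mean over all test wells plus 3 SD, cut at about 32% in these data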;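 note: peak over basal fluorescence ratio per well then scaled between controls; 0% = DMSO wells and 100% = acetylcholine at EC100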
Target sequence (P08173 whole entry, looked up): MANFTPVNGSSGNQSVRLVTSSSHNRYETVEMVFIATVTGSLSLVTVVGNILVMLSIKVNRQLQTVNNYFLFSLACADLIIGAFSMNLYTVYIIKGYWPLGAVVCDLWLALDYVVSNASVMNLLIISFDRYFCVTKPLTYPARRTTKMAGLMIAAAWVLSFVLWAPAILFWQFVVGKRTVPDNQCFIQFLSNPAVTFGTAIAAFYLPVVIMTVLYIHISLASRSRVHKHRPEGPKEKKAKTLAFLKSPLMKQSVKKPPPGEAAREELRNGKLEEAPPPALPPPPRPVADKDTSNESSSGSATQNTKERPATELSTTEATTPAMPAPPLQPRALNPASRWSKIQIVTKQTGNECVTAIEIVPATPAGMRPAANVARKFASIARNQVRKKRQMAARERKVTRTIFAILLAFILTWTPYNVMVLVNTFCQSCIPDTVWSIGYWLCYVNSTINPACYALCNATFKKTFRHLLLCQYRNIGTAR
M5 ag: human M5 muscarinic receptor agonists, primary screen, CHO-K1 cells, Fluo-8 calcium fluorescence. Muscarinic acetylcholine receptor M5 (Homo sapiens), P08912. CHO-K1 hM5 cells; 0% DMSO wells, 100% maximal acetylcholine response. activation, % at 3 µM. 360,000 tested, 0.19% active;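 active = activation above the run's mean over test compounds plus 3 SD, cut at about 23% in these data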;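 note: signal is peak over basal fluorescence ratio across the kinetic read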
M4 antag: human M4 muscarinic receptor antagonists, primary screen, CHO cells, Fluo-8 calcium fluorescence; Muscarinic acetylcholine receptor M4 (Homo sapiens), P08173; CHO-hM4 cells, ACh EC80; inhibition, % at 3 µM; 360,000 tested, 0.73% active;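 active = inhibition above its plate's cutoff, the mean inhibition of sample wells plus 3 SD, cut at about 27% in these data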;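 note: 0% = acetylcholine EC80 with DMSO and 100% = DMSO without agonist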
CHRM1 PAM: human M1 muscarinic receptor positive allosteric modulators, primary screen, CHO-K1 cells, Fluo-8 calcium fluorescence, 1536-well. CHO-K1 hM1, ACh EC20; 0% = ACh EC20, 100% = maximal ACh. activation, % at 3 µM. 360,000 tested, 0.088% active. AID 588819, 2011; in the data active = activation above about 19%, passing the limit was not always enough
Target sequence (P11229 whole entry, looked up): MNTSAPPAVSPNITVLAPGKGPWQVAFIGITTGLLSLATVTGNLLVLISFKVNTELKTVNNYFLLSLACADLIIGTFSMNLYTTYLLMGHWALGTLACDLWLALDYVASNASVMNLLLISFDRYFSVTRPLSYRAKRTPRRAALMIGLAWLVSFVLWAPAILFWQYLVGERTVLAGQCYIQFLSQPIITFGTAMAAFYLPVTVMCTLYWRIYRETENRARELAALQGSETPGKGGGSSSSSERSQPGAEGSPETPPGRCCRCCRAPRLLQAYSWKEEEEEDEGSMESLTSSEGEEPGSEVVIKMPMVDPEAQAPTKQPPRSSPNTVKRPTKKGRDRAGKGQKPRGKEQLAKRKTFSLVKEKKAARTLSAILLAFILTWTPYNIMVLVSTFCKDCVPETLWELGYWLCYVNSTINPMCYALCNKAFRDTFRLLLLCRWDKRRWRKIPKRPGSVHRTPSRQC
M1 antag: human M1 muscarinic receptor antagonists, primary screen, CHO-K1 cells, Fluo-8 calcium fluorescence, 1536-well; Muscarinic acetylcholine receptor M1 (Homo sapiens), P11229; CHO-K1 hM1, ACh EC80 antagonist; inhibition, % at 3 µM; 360,000 tested, 1.3% active; AID 588852, 2011;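 active = percent inhibition above its own plate's cutoff, namely the mean of that plate's compound wells plus 3 SD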;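 note: peak over basal fluorescence ratio during 140 s after agonist addition; 0% = ACh EC80 plus DMSO and 100% = DMSO alone without agonist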
M5 PAM: human M5 muscarinic receptor positive allosteric modulators, primary screen, CHO-K1 cells, Fluo-8 calcium fluorescence. activation, % at 3 µM. Muscarinic acetylcholine receptor M5 (Homo sapiens), P08912. 360,000 tested, 0.3% active. CHO-K1 hM5, ACh EC20 PAM; 0% = ACh EC20, 100% = ACh EC100;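 active = activation above the run cutoff, the mean activation of all test compounds plus 3 SD, cut at about 18% in these data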
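system = human M5 receptor in CHO-K1 cells | reagent = EC20 acetylcholine as agonist stimulus | compound dosing = single-point, 3 µM nominal | incubation = Fluo-8 loading 80 min at 37 °C plus 30 min room temperature | detection = Fluo-8 calcium dye fluorescence, kinetic read | benchmarks = low control EC20 acetylcholine (0%), high control EC100 acetylcholine (100%)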
M1 ag: human M1 muscarinic receptor agonists, primary screen, Fluo-8 calcium fluorescence, CHO-K1 cells, HTS. Muscarinic acetylcholine receptor M1 (Homo sapiens), P11229. activation, % at 3 µM. 360,000 tested, 0.33% active. AID 588814, 2011. CHO-K1 hM1, agonist mode; 0% DMSO, 100% acetylcholine EC100;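 active = activation above the run's mean compound activation plus 3 SD, cut at about 16% in these data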;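 note: peak over basal fluorescence ratio within a 140 s kinetic read after compound addition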
TAAR1 agonist: human TAAR1 agonists, primary screen, Fluo-8 calcium fluorescence, CHO RD-HGA16 cells; Trace amine-associated receptor 1 (Homo sapiens), Q96RJ0; vehicle wells 0%, saturating PEA agonist 100%; activation, % at 3 µM; 360,000 tested, 0.99% active; AID 624467, 2012;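 active = activation above the mean activation of all test compounds in the run plus 3 SD, cut at about 38% in these data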
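test system = CHO RD-HGA16 cells carrying human TAAR1 plus Gα16 | schedule = 17-24 h seeding, 75 min 37 °C dye, 30 min RT | compound dosing = 3 µM single concentration | control set = DMSO and PEA EC100 | replicates = n 1 | signal = Fluo-8 fluorescence, 5 s baseline then 140 s kinetic read | measure = percent activation vs PEA EC100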
Numbers without * were called inactive; nt = no result given.

SMILES	CHRM5 antagonist	CHRM4 agonist	M5 ag	M4 antag	CHRM1 PAM	M1 antag	M5 PAM	M1 ag	TAAR1 agonist
COc1ccc(NS(=O)(=O)c2ccc(NC(=S)NCC3CCCO3)cc2)cc1 (stereo unspecified)	27*	12	3	7	1	6	-9	5	17
COc1cccc(C(=O)NC(=S)Nc2ccccc2N2CCOCC2)c1	-14	7	-2	3	-1	2	-1	-4	nt
O=C(NCc1cccnc1)C(=O)NCC1OCCN1S(=O)(=O)c1ccccc1 (stereo unspecified)	-5	0	2	-16	-9	11	-3	-6	0
O=C1C(=Cc2cccc(Cl)c2)Cc2ccccc21	4	-1	0	4	0	0	-2	-7	3
CCOc1ccc(-c2nc(CCl)cs2)cc1	3	-1	1	2	11	-11	7	-4	-3
CNC(=O)c1sc(-c2cccs2)nc1C	9	14	3	4	-6	15	-4	-4	2
C=CCn1c(C)cc(C(=O)CN2C(=O)NC3(CCCc4ccccc43)C2=O)c1C (stereo unspecified)	2	2	0	-6	11	-8	2	-2	15
COc1ccc(-c2ccc3c(c2)C2CC3CCN2S(=O)(=O)c2ccccc2C)cc1 (stereo unspecified)	3	1	-1	9	1	-2	0	-4	2
COC(=O)c1cccc(NC(=O)CCc2cc(OC)c(OC)c(OC)c2)c1	1	1	-2	-4	2	-2	3	-7	1
CCN(CC)CCn1c2ccccc2c2nc3ccccc3nc21	5	6	2	-1	-5	-1	-8	-8	1
Cn1cccc1C(=O)C(=O)Nc1cc(Cl)cc(Cl)c1	0	0	0	-11	-2	-9	-5	-4	22
O=C(NCC(=O)N(CCc1ccccc1)C(C(=O)NC1CCCC1)c1cccnc1)c1ccco1 (stereo unspecified)	7	1	-4	7	-1	4	0	-3	nt
O=C1CCC/C1=C/Nc1ccc(Cl)cc1	0	5	1	2	-1	0	-6	-4	1
COCc1nnc(NC(=O)c2cccs2)s1	0	1	1	-7	1	1	-2	-3	11
COC(=O)c1ccc(N2CCCCC2)c(NC(=O)c2ccco2)c1	-4	-1	-5	-24	8	-10	-1	-3	2
O=C(C[n+]1ccc(/C=N/O)cc1)NCc1ccccc1	-1	1	-12	-2	-9	12	1	-7	7
O=C(NCc1ccccc1)C(c1ccccc1)n1c(C2CC2)nc2ccccc21 (stereo unspecified)	-6	4	-5	-12	nt	nt	-4	nt	0
COc1cccc(CN2CCNC(=O)C2CC(=O)NC2CCOCC2)c1OC (stereo unspecified)	-1	0	-2	-1	9	-13	3	-2	1
COc1cc2c(cc1NC(=O)c1cccnc1)CCCC2	-11	2	-13	-12	1	-4	15	-4	-2
CC(=O)Oc1ccc(-c2csc(Nc3cccnc3)n2)cc1	7	6	-1	3	9	-11	-17	-4	6
COc1ccc(CCNS(=O)(=O)c2cc3c4c(c2)C(C)C(=O)N4CCC3)cc1OC (stereo unspecified)	1	1	-4	1	18	-15	4	-3	0
CC(C)(C)C(=O)Oc1cccc(Nc2ncnc3ccccc23)c1	7	18	-3	2	-14	13	-24	-3	13
CC(=O)N[C@H]1C(O)O[C@H](CO)[C@@H](O)[C@@H]1O (stereo partly specified)	-2	2	0	-10	-11	-9	5	0	1
CCC(=O)N1CCCc2cc(S(=O)(=O)N3CCN(c4ccccc4F)CC3)ccc21	7	9	3	-1	-7	6	-11	-1	-1

Entries above shown as hits in CHRM5 antagonist.
compound	CHRM5 antagonist	CHRM4 agonist	M5 ag	M4 antag	CHRM1 PAM	M1 antag	M5 PAM	M1 ag
COc1ccc(NS(=O)(=O)c2ccc(NC(=S)NCC3CCCO3)cc2)cc1 (stereo unspecified)	27*	12	3	7	1	6	-9	5

(list continues)
SMILES	CHRM5 antagonist	CHRM4 agonist	M5 ag	M4 antag	CHRM1 PAM	M1 antag	M5 PAM	M1 ag	TAAR1 agonist
CSc1ccccc1C(=O)C1CCCN(C(=O)NC(C)C)C1 (stereo unspecified)	11	3	-7	-19	5	-13	1	-7	0
COCCN(CCOC)S(=O)(=O)c1ccc(C(=O)Nc2c(C)n(C)n(-c3ccccc3)c2=O)cc1	4	1	3	-2	13	-20	1	-3	0
CCOC(=O)C1=C(C)NC(SCC(=O)O)=C(C#N)C1c1ccco1 (stereo unspecified)	2	0	2	-1	7	1	2	1	10
COc1ccc(S(=O)(=O)N(Cc2cccnc2)Cc2cc3ccccc3[nH]c2=O)cc1	1	14	0	-11	-2	0	-7	0	11
O=C(NC1CCCC1)[C@@H]1CSC2c3ccccc3C(=O)N21 (stereo partly specified)	-3	2	-2	-12	15	-21	0	-1	0
Cc1noc(C)c1S(=O)(=O)N(C)C[C@H]1Oc2ccc(NC(=O)C3CC3)cc2C(=O)N([C@H](C)CO)C[C@@H]1C	-5	1	4	10	2	1	6	-5	14
CC1CCCCC12NC(=O)N(CC(=O)NCCc1c[nH]c3ccccc13)C2=O (stereo unspecified)	-1	2	-2	-2	4	-3	0	-4	-1
CC(=O)c1cccc(NC(=O)c2cc(-c3ccco3)on2)c1	2	2	-1	1	10	-9	2	-6	3
CN1C(=O)[C@@H]2[C@@H]3C[C@@H]([C@H]4ON=C(c5ccc(Cl)cc5Cl)[C@@H]34)[C@@H]2C1=O	-8	4	4	0	-7	12	-3	-4	3
CC(C)c1ccc(OCC(=O)NCc2ccco2)cc1	-2	0	-8	0	7	-12	-4	-3	15
O=C(CSc1ccc(Br)cc1)Nc1ccccc1N1CCOCC1	-11	0	-3	-9	-2	6	-6	-4	0
CSc1nnc(Cn2c(=O)sc3ccccc32)n1C	2	1	2	-3	4	-1	-3	-1	5
CCOC(=O)C(C)n1cnc2c1c(=O)[nH]c(=O)n2C (stereo unspecified)	-10	-1	1	2	1	1	1	0	0
Cc1ccccc1-c1nc(CN2CCC(C(=O)NCCN3CCOCC3)CC2)c(C)o1	-12	1	0	5	3	2	5	-4	0
NC(=O)C1CCN(C(=O)c2ccc(NS(=O)(=O)c3ccc(F)c(F)c3)cc2)CC1	5	0	-1	2	9	0	-2	-1	3
O=C(Nc1ccc(N2CCOCC2)c(Cl)c1)c1ccc(-n2cnnc2)cc1Cl	-18	1	-2	-8	7	-11	5	-2	3
CC(C)CN(C(=O)COC(=O)COc1ccc2c(c1)CCC2)c1c(N)n(Cc2ccccc2)c(=O)[nH]c1=O	7	0	3	1	6	-17	-2	-1	3
C=C1CCC2[C@](C)(CO[C@@H]3O[C@H](CO)[C@@H](O)[C@H](O)[C@H]3O)CCC[C@@]2(C)[C@@H]1CCC1=CCOC1=O (stereo partly specified)	1	1	0	-2	6	-13	-3	-4	3
O=C(OCC(=O)N1CCCCCC1)c1n[nH]c(=O)c2ccccc12	-5	1	3	-4	3	-19	12	-2	0
CC(=O)Nc1ccc(S(=O)(=O)NCCNc2ccccc2[N+](=O)[O-])cc1	3	2	3	-2	3	-9	5	2	7
Cc1ccc(-c2cnc(C(O)c3c(C)cccc3C)[nH]2)cc1 (stereo unspecified)	-3	2	-1	-8	15	-8	3	-1	1
COc1ccccc1CNC(=O)c1csc(Cc2ccc(Cl)cc2)n1	-4	1	-9	-19	-4	-16	-6	-2	8
CCc1noc(C)c1C(=O)Nc1nc(-c2cc(C)ccc2C)c(C)s1	5	-1	-6	0	5	-4	-26	0	-1
CCOc1c(CNCCCSc2nc(C)cc(C)n2)cccc1OC	-7	2	0	4	-6	-5	7	-8	4
O=C(COc1ccc2ccc(=O)oc2c1)Nc1ccc(N2CCOCC2)cc1	9	0	0	6	-1	-4	-1	-8	2
Cc1ccc(-c2nnc3ccc(SCC(=O)N4CCCc5ccccc54)nn23)cc1	5	6	-1	5	-9	6	-6	-5	10
CNC(=O)C1CCC(=O)N1Cc1c[nH]c2ccccc12 (stereo unspecified)	-2	0	1	5	5	-13	-2	-1	1
CC1(C)CC(=O)C2=C(C1)NC(=O)NC2c1ccccc1Cl (stereo unspecified)	3	0	-3	-5	13	-19	0	-1	2
O=C(c1ccccc1)N1CCOC12CCN(c1ncc(C(F)(F)F)cc1Cl)CC2	2	1	-1	1	7	-11	-1	-3	0
COC(=O)[C@@H](NC(=O)c1ccc(OC2CCN(Cc3ccccn3)CC2)cc1)C(C)C	2	0	-5	2	6	-7	-3	-12	13
COc1ccc(/C=N\NS(=O)(=O)c2ccc(C)cc2)cc1COc1ccccc1[N+](=O)[O-]	4	0	-3	0	-1	-8	-2	-2	8
CN(Cc1ccccc1)C(=O)c1cccc(NC(=O)Cc2ccc(NC(=O)C3CCN(C(=O)C4CC4)CC3)cc2)c1	-6	0	-3	14	6	-7	4	-6	0
COc1cc(/C=C2\SC(N3CCCCC3)=NC2=O)cc(OC)c1OC	8	0	-2	6	5	-1	-5	-6	4
COc1cccc(OCC(O)CN2CCC(C)CC2)c1 (stereo unspecified)	-12	1	-6	-18	1	-41	-8	-9	3
O=C(NCCc1ccncc1)c1ccc2nc(Cc3cccc(Cl)c3)oc2c1	-3	4	-2	9	4	-2	-4	9	1
CS(=O)(=O)N1CCCC(C(=O)N2CCc3ccccc3C2)C1 (stereo unspecified)	0	1	0	7	9	-16	-6	-1	0
CC(=O)c1cc2c(cc1NC(=O)Cn1nc(C)c(C)c(C#N)c1=O)OCO2	8	0	2	-1	0	4	-2	-3	0
CCN(CC)CCNC(=O)C1c2ccccc2Oc2ccccc21	59*	1	-8	37*	-30	93*	-18	-10	1
Cc1cc2ccccc2n2c(SCC(=O)N3CCc4ccccc4C3)nnc12	8	2	-6	-2	6	-11	4	-3	9
COc1ccc(/C=C/C(=O)c2ccc([N+](=O)[O-])o2)cc1	-2	4	5	-3	3	-8	8	-2	7
CN(C)CCCNC(=O)/C(=C\C=C\c1ccccc1)NC(=O)c1ccc([N+](=O)[O-])cc1	13	0	-3	-3	8	-15	0	-7	2
COc1ccc(NC(=O)c2sc3nc(C)nc(N4CCN(c5ccccn5)CC4)c3c2C)cc1Cl	-5	1	-2	0	10	-12	1	0	2
Cc1cc(C(=O)NCCN2C(=O)S/C(=C\c3cccs3)C2=O)ccc1[N+](=O)[O-]	-9	4	3	-3	4	-7	4	-3	12
Cc1ccc2nc(-c3cccc(NS(C)(=O)=O)c3)cc(-c3ccccc3)c2c1	2	2	-1	-1	9	-7	-7	-2	2

Screens deposited in PubChem BioAssay by The Scripps Research Institute Molecular Screening Center.

This is a subset; rates above refer to the full screens.
